Screening results deposited in PubChem by several laboratories.
SRC2 TRFRET art – counter-screen for PPARgamma SRC-2 recruitment agonists: TR-FRET artefact. stronger effect = higher value. TR-FRET ratio at 8 µM. actives 0.4% (n = 200,000); in the data active means TR-FRET ratio above about 2000; further: inactives centre near 1500; reference of the scale not given here
PPARg SRC2 recr – PPARgamma-driven SRC-2 recruitment agonism; PPARgamma LBD-SRC-2 recruitment, biochemical; activation, % at 8 µM; actives 0.34% (n = 200,000); AID 1032; in the data active means activation above about 22%;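 further: 0% = vehicle and 100% = reference agonist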
Target sequence (P37231 whole entry, looked up, the tested form may be a part): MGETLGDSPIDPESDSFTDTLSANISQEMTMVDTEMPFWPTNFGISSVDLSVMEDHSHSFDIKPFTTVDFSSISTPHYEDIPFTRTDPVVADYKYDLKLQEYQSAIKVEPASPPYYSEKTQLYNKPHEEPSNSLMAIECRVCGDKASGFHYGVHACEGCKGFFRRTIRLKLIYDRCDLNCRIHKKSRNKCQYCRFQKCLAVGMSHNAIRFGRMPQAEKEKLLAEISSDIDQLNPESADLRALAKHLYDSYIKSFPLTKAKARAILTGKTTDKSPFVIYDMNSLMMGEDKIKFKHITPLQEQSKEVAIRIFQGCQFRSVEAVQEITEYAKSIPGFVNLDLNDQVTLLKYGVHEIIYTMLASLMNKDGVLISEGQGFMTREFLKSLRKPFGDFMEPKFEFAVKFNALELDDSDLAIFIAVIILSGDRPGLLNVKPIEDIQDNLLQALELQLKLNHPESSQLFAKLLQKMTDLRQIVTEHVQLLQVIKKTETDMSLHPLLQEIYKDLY
bIAP inh – blocks bovine intestinal alkaline phosphatase activity; inhibition, % at 20 µM; 190,000 tested, under 10 active; purified bovine IAP, CDP-star luminescence, 30 min; AID 1019;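 active means over 50% inhibition of intestinal alkaline phosphatase at 20 µM in the single-dose screen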
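Assay system – bovine IAP enzyme · Quantity – bovine IAP at 1/65,000,000 final dilution · Detection – CDP-star luminescence signal · Times – 30 min reaction at room temperature · Also added – CDP-star substrate at 30 µM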
PPARg SRC3 recr – agonists of human PPARgamma SRC-3 coactivator recruitment | AID 731 | P37231 | biochemical PPARgamma/SRC-3 coactivator recruitment assay | activation, % at 8 µM | actives 0.26% (n = 200,000); in the data active means activation above about 23%;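 further: 0% = DMSO and 100% = reference agonist; some compounds past the cut are filed as inactive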
ROMK mod – human ROMK K+ channel modulation, primary screen | P48048 | Tet-inducible ROMK, thallium flux fluorescence; actives lie on both sides | B-score at 10 µM | actives 2% (n = 130,000);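 active means signal ratio slope over the read window, or its plate-corrected B-score, at least 3 SD from the plate mean, either direction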;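 further: B-score of the F/F0 ratio slope over 7 to 12 s after thallium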
bIAP act – increases bovine intestinal alkaline phosphatase activity; purified bovine IAP, CDP-star luminescence, 30 min; stronger effect = higher value; fold of DMSO-control signal, blank-subtracted; activation factor at 20 µM; actives 0.17% (n = 200,000); AID 1016;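 active means activation factor of 2 or more at 20 µM, a signal rise over negative controls twice the positive control's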
TLR4 MyD88 comp – inhibitors of human TLR4-MyD88 binding. O00206+Q99836. inhibition, % at 8.4 µM. actives 0.18% (n = 200,000). HeLa CL3-4 TLR4/MyD88 BLA complementation, FRET ratio. AID 861; in the data active means inhibition above about 25%;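 further: 0% = vehicle and 100% = reference inhibitor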
PPARg SRC-1 ag – promotes SRC-1 coactivator recruitment by human PPARgamma. PPARgamma-SRC-1 coactivator recruitment biochemical assay. activation, % at 8 µM. AID 631. actives 0.41% (n = 200,000). P37231; in the data active means activation above about 19%;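 further: 0% = DMSO and 100% = reference agonist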
Lmaj promast – inhibitors of Leishmania major promastigote growth. Leishmania major promastigotes, resazurin fluorescence viability. inhibition, % at 10 µM. actives 9% (n = 200,000). AID 1063; in the data active means inhibition above about 50%;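 further: promastigotes grown with compound for 44 hours at 28 °C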
Redox H2O2 prof – compounds producing H2O2 with reducing agent – biochemical, NIH compound library profiling, artefact control for MLSCN library redox annotation, primary screen | DTT-dependent redox cycling H2O2, phenol red/HRP absorbance; 100% = 100 µM peroxide control, 0% = buffer | activation, % at 10 µM | actives 0.03% (n = 200,000) | AID 878;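 active means activation of at least 50% relative to the plate's high and low controls in the primary single-dose screen; inactive means activation below 50%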;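 further: compound incubated with DTT at 0.8 mM final as the reducing agent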
S1P3 antagonist – antagonists of human S1P3 receptor. actives 0.27% (n = 170,000). inhibition, % at 4.98 µM. CHO S1P3 NFAT-BLA reporter, FRET fluorescence, antagonist mode;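 active means inhibition above the plate cutoff, the mean inhibition of test wells on that plate plus 3 SD, cut at about 28% in these data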;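 further: cells challenged with S1P at its EC80 of 0.8 µM; blue over green emission ratio from cleaved BLA substrate after 4 h stimulation; 0% = S1P-stimulated wells and 100% = unstimulated DMSO-only wells; some compounds past the cut are filed as inactive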
Target sequence (Q99500 whole entry, looked up): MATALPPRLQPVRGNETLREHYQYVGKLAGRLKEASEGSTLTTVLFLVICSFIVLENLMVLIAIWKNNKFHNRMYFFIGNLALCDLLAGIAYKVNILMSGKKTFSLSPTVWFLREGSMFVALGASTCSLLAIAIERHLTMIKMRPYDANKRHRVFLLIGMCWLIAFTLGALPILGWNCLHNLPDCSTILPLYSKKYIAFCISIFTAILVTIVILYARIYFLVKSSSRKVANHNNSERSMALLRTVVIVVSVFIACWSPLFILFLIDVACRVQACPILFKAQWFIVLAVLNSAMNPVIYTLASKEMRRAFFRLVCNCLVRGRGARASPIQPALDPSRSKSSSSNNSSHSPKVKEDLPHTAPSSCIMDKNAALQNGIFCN
The depositor's hits bear a star.

O=C(NC(=S)NCC1CCCO1)c1cccc([N+](=O)[O-])c1 (stereo not drawn) was read as SRC2 TRFRET art 1295, PPARg SRC2 recr -6, bIAP inh 10, PPARg SRC3 recr -4, bIAP act 0.9, TLR4 MyD88 comp -1, PPARg SRC-1 ag -5, Lmaj promast -2, Redox H2O2 prof -0.3 and S1P3 antagonist -2.
Cc1ccc(N(C(=O)c2ccc(Br)o2)C2C=CS(=O)(=O)C2)cc1 (stereo not drawn) was read as SRC2 TRFRET art 1568, PPARg SRC2 recr -4, bIAP inh 8, PPARg SRC3 recr -2, bIAP act 0.9, TLR4 MyD88 comp 1, PPARg SRC-1 ag -6, Lmaj promast 0, Redox H2O2 prof -1.1 and S1P3 antagonist -12.
C[N+](C)(CC#Cc1ccccc1)CC(=O)c1ccccc1 was read as SRC2 TRFRET art 1520, PPARg SRC2 recr 2, bIAP inh 15, PPARg SRC3 recr 0, ROMK mod -0.17, bIAP act 0.9, TLR4 MyD88 comp -9, PPARg SRC-1 ag 1, Lmaj promast -3, Redox H2O2 prof 0.0 and S1P3 antagonist -14.
Screening O=S(=O)(NC1c2cccc3cccc(c23)C1N1CCNCC1)c1ccccc1 (stereo not drawn) returned SRC2 TRFRET art 1421, PPARg SRC2 recr 4, bIAP inh -5, PPARg SRC3 recr 3, bIAP act 1, TLR4 MyD88 comp 10, PPARg SRC-1 ag 5, Lmaj promast 23, Redox H2O2 prof -0.3 and S1P3 antagonist 8.
For CCOC(=O)Oc1ccc2c(c1)C(C)=CC(C)(C)N2C(=O)OCC the results were SRC2 TRFRET art 1486, PPARg SRC2 recr -2, bIAP inh -2, PPARg SRC3 recr -2, ROMK mod -0.88, bIAP act 1, TLR4 MyD88 comp -8, PPARg SRC-1 ag 0, Lmaj promast 6 and Redox H2O2 prof 3.3.
Screening Cc1ccc(/C=N/NC(=O)CSc2nnc(-c3ccc(Cl)cc3)n2-c2ccccc2)o1 returned SRC2 TRFRET art 1557, PPARg SRC2 recr 2, bIAP inh 33, PPARg SRC3 recr 0, ROMK mod -1.1, bIAP act 0.7, TLR4 MyD88 comp -3, PPARg SRC-1 ag 1, Lmaj promast 6, Redox H2O2 prof -0.2 and S1P3 antagonist -11.
For CC1CCCN(c2nc3nonc3nc2Nc2ccccc2F)C1 (stereo not drawn) the results were SRC2 TRFRET art 1609, PPARg SRC2 recr 1, bIAP inh 5, PPARg SRC3 recr 7, ROMK mod -1.6, bIAP act 1, TLR4 MyD88 comp -5, PPARg SRC-1 ag 10, Lmaj promast 0, Redox H2O2 prof 0.0 and S1P3 antagonist 9.
Screening CC1CCN(CCNC(=O)CN(C)S(=O)(=O)c2cccc3nsnc23)CC1 returned SRC2 TRFRET art 1786, PPARg SRC2 recr 4, bIAP inh 1, PPARg SRC3 recr -6, ROMK mod -0.25, bIAP act 1, TLR4 MyD88 comp -18, PPARg SRC-1 ag 13, Lmaj promast 3, Redox H2O2 prof -2.7 and S1P3 antagonist -6.
CCOC(=O)C1(CCOC)CCN(Cc2cnc(-c3cccc(C)c3)nc2)CC1 was read as SRC2 TRFRET art 1677, PPARg SRC2 recr 0, bIAP inh -8, PPARg SRC3 recr 6, ROMK mod 0.017, bIAP act 1.1, TLR4 MyD88 comp -6, PPARg SRC-1 ag 4, Lmaj promast 7, Redox H2O2 prof -1.5 and S1P3 antagonist -4.
Screening CCOC(=O)c1c(NC(=O)c2ccc(C)cc2)sc2c1CC(C)(C)OC2 returned SRC2 TRFRET art 1501, PPARg SRC2 recr 4, bIAP inh -1, PPARg SRC3 recr 0, ROMK mod 0.45, bIAP act 1, TLR4 MyD88 comp -9, PPARg SRC-1 ag 1, Lmaj promast 61* and Redox H2O2 prof 0.0.
Screening CCc1cccc(CC)c1N(COC)C(=O)Cn1c(CO)nc2ccccc21 returned SRC2 TRFRET art 1423, PPARg SRC2 recr 1, bIAP inh -10, PPARg SRC3 recr -4, bIAP act 1.1, TLR4 MyD88 comp -4, PPARg SRC-1 ag -9, Lmaj promast 1, Redox H2O2 prof 2.6 and S1P3 antagonist 1.
Screening COc1ccc(/C=N/NC(=O)c2nn(-c3ccc(Cl)cc3)c(=O)c3c(N)scc23)cc1 returned SRC2 TRFRET art 1518, PPARg SRC2 recr 6, bIAP inh 7, PPARg SRC3 recr 7, ROMK mod 0.2, bIAP act 0.9, TLR4 MyD88 comp 0, PPARg SRC-1 ag 4, Lmaj promast 69* and Redox H2O2 prof 7.0.
CC(=O)c1c(C)[nH]c(C(=O)N2CCN(C(=O)c3ccco3)CC2)c1C was read as SRC2 TRFRET art 1501, PPARg SRC2 recr 1, bIAP inh 9, PPARg SRC3 recr -4, bIAP act 0.9, TLR4 MyD88 comp 12, PPARg SRC-1 ag 2, Lmaj promast -3, Redox H2O2 prof 1.5 and S1P3 antagonist -14.
`C=CCN(CC=C)C(=S)NC(=O)Cc1cccc2ccccc12` gave SRC2 TRFRET art 1558, PPARg SRC2 recr 0, bIAP inh 17, PPARg SRC3 recr 3, bIAP act 0.8, TLR4 MyD88 comp 13, PPARg SRC-1 ag 0, Lmaj promast -8, Redox H2O2 prof -0.1 and S1P3 antagonist -23.
CCN(CC)C(=O)N1CCN(S(=O)(=O)c2ccc(C)c(C)c2)CC1 was read as SRC2 TRFRET art 1447, PPARg SRC2 recr -1, bIAP inh 4, PPARg SRC3 recr 7, bIAP act 1, TLR4 MyD88 comp -9, PPARg SRC-1 ag 2, Lmaj promast -10, Redox H2O2 prof 0.5 and S1P3 antagonist -1.
Screening O=C1CCN(Cc2nnnn2CC2CCCO2)c2ccccc2N1 (stereo not drawn) returned SRC2 TRFRET art 1587, PPARg SRC2 recr 5, bIAP inh 10, PPARg SRC3 recr 8, bIAP act 0.9, TLR4 MyD88 comp -7, PPARg SRC-1 ag 17, Lmaj promast -3, Redox H2O2 prof -1.6 and S1P3 antagonist -51.
Screening COc1c(S(=O)(=O)n2nc(C)cc2C)ccc(Cl)c1Cl returned SRC2 TRFRET art 1567, PPARg SRC2 recr 3, bIAP inh 0, PPARg SRC3 recr 7, bIAP act 1, TLR4 MyD88 comp -2, PPARg SRC-1 ag 6, Lmaj promast 9, Redox H2O2 prof -0.5 and S1P3 antagonist -15.
FC(F)(F)c1cc(-c2ccco2)nc(N2CCOCC2)n1 was read as SRC2 TRFRET art 1721, PPARg SRC2 recr 14, bIAP inh 6, PPARg SRC3 recr 5, bIAP act 0.9, TLR4 MyD88 comp 8, PPARg SRC-1 ag 8, Lmaj promast -3, Redox H2O2 prof 0.1 and S1P3 antagonist -1.
For Cc1cccc(NC(=O)C2CCCN(S(=O)(=O)c3cccc4cccnc34)C2)c1 (stereo not drawn) the results were SRC2 TRFRET art 1389, PPARg SRC2 recr -14, bIAP inh 8, PPARg SRC3 recr -3, bIAP act 0.9, TLR4 MyD88 comp -7, PPARg SRC-1 ag 6, Lmaj promast 14, Redox H2O2 prof -0.7 and S1P3 antagonist -20.
O=C(O)c1ccc(CNC(=O)c2ccccc2NC(=O)c2ccc([N+](=O)[O-])cc2)cc1 was read as SRC2 TRFRET art 1740, PPARg SRC2 recr 3, bIAP inh 3, PPARg SRC3 recr 9, ROMK mod 0.15, bIAP act 1, TLR4 MyD88 comp 3, PPARg SRC-1 ag 6, Lmaj promast -1, Redox H2O2 prof -0.8 and S1P3 antagonist 1.
For COc1ccc(NC(=O)/C(=C\c2cccnc2)NC(=O)c2cccs2)cc1 the results were SRC2 TRFRET art 1525, PPARg SRC2 recr 7, bIAP inh 10, PPARg SRC3 recr -3, bIAP act 0.9, TLR4 MyD88 comp -6, PPARg SRC-1 ag -2, Lmaj promast 0, Redox H2O2 prof 0.5 and S1P3 antagonist -5.
For COc1cc(/C=C(\C#N)C(=O)c2c[nH]c3ccccc23)cc(OC)c1O the results were SRC2 TRFRET art 1699, PPARg SRC2 recr 8, PPARg SRC3 recr 10, ROMK mod -5.6*, bIAP act 0.5, TLR4 MyD88 comp -17, PPARg SRC-1 ag 11, Lmaj promast 0, Redox H2O2 prof -0.6 and S1P3 antagonist -21.
`CC(=O)c1ccc(OCC(O)CN2C(C)CCCC2C)cc1` (stereo not drawn) gave SRC2 TRFRET art 1369, PPARg SRC2 recr -9, bIAP inh 4, PPARg SRC3 recr 7, bIAP act 1, TLR4 MyD88 comp -5, PPARg SRC-1 ag 7, Lmaj promast 72*, Redox H2O2 prof -1.0 and S1P3 antagonist -20.
`CCOC(=O)C1(Cc2cccc(OC)c2)CCCN(S(=O)(=O)c2cccnc2)C1` (stereo not drawn) gave SRC2 TRFRET art 1773, PPARg SRC2 recr -5, bIAP inh -3, PPARg SRC3 recr -3, ROMK mod -0.058, bIAP act 1, TLR4 MyD88 comp -6, PPARg SRC-1 ag 3, Lmaj promast 2, Redox H2O2 prof 0.7 and S1P3 antagonist -4.
For CC1CC/C(=N/Nc2ccccc2)C(=O)N1 (stereo not drawn) the results were SRC2 TRFRET art 1622, PPARg SRC2 recr 13, PPARg SRC3 recr 5, ROMK mod 0.42, bIAP act 0.5, TLR4 MyD88 comp 0, PPARg SRC-1 ag 3, Lmaj promast -2, Redox H2O2 prof -0.5 and S1P3 antagonist -5.
`Cc1ccc(C2=NN=C(NC(=O)CSc3nc(C)cc(C)n3)SC2)cc1` gave SRC2 TRFRET art 1622, PPARg SRC2 recr 4, bIAP inh 47, PPARg SRC3 recr 4, bIAP act 0.5, TLR4 MyD88 comp -5, PPARg SRC-1 ag 7, Lmaj promast 7, Redox H2O2 prof 0.0 and S1P3 antagonist 6.
Cc1noc(C)c1COc1cccc(C(=O)OCC(=O)NCCN2C(=O)CSC2=O)c1 was read as SRC2 TRFRET art 1714, PPARg SRC2 recr 13, bIAP inh 0, PPARg SRC3 recr 3, bIAP act 1, TLR4 MyD88 comp 4, PPARg SRC-1 ag 9, Lmaj promast -1, Redox H2O2 prof 0.2 and S1P3 antagonist -3.

Structural class, those above with a Cl atom
Screening Cc1ccc(/C=N/NC(=O)CSc2nnc(-c3ccc(Cl)cc3)n2-c2ccccc2)o1 returned SRC2 TRFRET art 1557, PPARg SRC2 recr 2, bIAP inh 33, PPARg SRC3 recr 0, ROMK mod -1.1, bIAP act 0.7, TLR4 MyD88 comp -3, PPARg SRC-1 ag 1, Lmaj promast 6, Redox H2O2 prof -0.2 and S1P3 antagonist -11.
Screening COc1ccc(/C=N/NC(=O)c2nn(-c3ccc(Cl)cc3)c(=O)c3c(N)scc23)cc1 returned SRC2 TRFRET art 1518, PPARg SRC2 recr 6, bIAP inh 7, PPARg SRC3 recr 7, ROMK mod 0.2, bIAP act 0.9, TLR4 MyD88 comp 0, PPARg SRC-1 ag 4, Lmaj promast 69* and Redox H2O2 prof 7.0.
Screening COc1c(S(=O)(=O)n2nc(C)cc2C)ccc(Cl)c1Cl returned SRC2 TRFRET art 1567, PPARg SRC2 recr 3, bIAP inh 0, PPARg SRC3 recr 7, bIAP act 1, TLR4 MyD88 comp -2, PPARg SRC-1 ag 6, Lmaj promast 9, Redox H2O2 prof -0.5 and S1P3 antagonist -15.
